Myeloid diff 2: myeloid differentiation induction; ER-HoxA9 myeloid progenitors, lysozyme-GFP differentiation, flow cytometry; calls only at 10 µM; 1% of 360,000 active;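 active = normalized GFP-positive differentiation at or above the plate's own cutoff, the solvent-only control mean plus 3 SD; inconclusive = no clear call, values can overlap the other calls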;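 note: cells exposed to compound for four days before flow analysis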
Hep lipid drop: modulators of hepatic lipid droplet formation; AML12 mouse hepatocytes, oleate lipid droplets, BODIPY imaging; inhibition, % at 6.5 µM; 0.4% of 240,000 active;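 active = lipid droplet intensity inhibited by at least 50%, with more than 500 cells counted; inconclusive = wells with under 300 cells, treated as cytotoxic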
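Assay system: AML12 mouse liver cells | Compound dosing: One dose, 6.5 µM compound | Read-out basis: Droplet intensity reduction, % inhibition | Measured by: Fluorescence imaging, 20x objective, two fields per well | Schedule: Overnight treatment with compound plus oleate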
T cell modulator: T cell immune modulation candidate; AID 2052; calls only at 7 µM; 2C CD8+ T cell-vesicle binding, flow cytometry; active compounds read low; 0.068% of 330,000 active;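 active = response, share of CD8 T cells binding vesicles, and their 90th percentile fluorescence all below set limits, cut at about 80% in these data, passing the limit was not always enough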
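Material: murine 2C transgenic CD8+ T lymphocytes / Also added: QL9-peptide-loaded Drosophila micro-vesicles bearing Ld, ICAM-1 and B7-1 / Schedule: binding step 1.5 h, 37 °C, antibody labelling 20 min, ice / Signal: flow cytometry, PE anti-B7-1 (FL2) versus Alexa647 anti-CD8 (FL8), PFA-fixed / Evaluation: percent CD8+ FL2 mean versus row control / Benchmarks: naked versus QL9-loaded vesicles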
Hep lipid drop cells 6.5 µM: further read-out of Hep lipid drop, marked with its call; cell count; measured here: cell count, cytotoxicity flag;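 cells counted across two imaged fields per well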
T cell modulator vesicle-bound %: recorded beside T cell modulator, whose call it bears; double positive events, %; measured here: CD8+ vesicle-bound cell fraction;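 binding gate set so that unloaded-vesicle control wells show 10% double positive cells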
Myeloid diff 2 GFP+ MAC1+ %: recorded beside Myeloid diff 2, whose call it bears; GFP+ MAC1+ double positive, %; measured here: differentiation confirmed by MAC1 staining
Active calls of the source: *.

Screening O=C(Nc1ccc(C(=O)NCC2CCN(Cc3ccccc3F)CC2)cc1)C1=CSCCO1 returned Myeloid diff 2 inactive, Hep lipid drop -6.7, T cell modulator inactive, Hep lipid drop cells 6.5 µM 728, T cell modulator vesicle-bound % 31.5 and Myeloid diff 2 GFP+ MAC1+ % 1.3.
For Cc1cccc(N2CCN(C(=O)COc3ccc4ccc(=O)oc4c3)CC2)c1C the results were Myeloid diff 2 inactive, Hep lipid drop 2.3, T cell modulator inactive, Hep lipid drop cells 6.5 µM 727, T cell modulator vesicle-bound % 17.5 and Myeloid diff 2 GFP+ MAC1+ % 4.9.
`Nc1nonc1-n1nnc(C(=O)N/N=C/c2cccc(Cl)c2)c1-c1cccs1` gave Myeloid diff 2 inactive, Hep lipid drop -1.5, T cell modulator inactive, Hep lipid drop cells 6.5 µM 716, T cell modulator vesicle-bound % 28.2 and Myeloid diff 2 GFP+ MAC1+ % 4.1.
`O=C(CCc1ccccc1)NNC(=O)c1ccc(Cl)cc1` gave Myeloid diff 2 inactive, Hep lipid drop 3.5, T cell modulator inactive, Hep lipid drop cells 6.5 µM 818, T cell modulator vesicle-bound % 15.7 and Myeloid diff 2 GFP+ MAC1+ % 0.8.
For CCCCNC(=O)CCc1nc2cccnc2n1Cc1ccccc1 the results were Myeloid diff 2 active, Hep lipid drop -11.0, T cell modulator inactive, Hep lipid drop cells 6.5 µM 828, T cell modulator vesicle-bound % 25.5 and Myeloid diff 2 GFP+ MAC1+ % 2.1*.
Cc1nc(C(F)(F)F)ccc1C(=O)Nc1ccccc1N1CCOCC1 was read as Myeloid diff 2 inactive, Hep lipid drop 2.2, T cell modulator inactive, Hep lipid drop cells 6.5 µM 813, T cell modulator vesicle-bound % 25.4 and Myeloid diff 2 GFP+ MAC1+ % 4.5.
For Cc1ccc(S(=O)(=O)N(Cc2cccnc2)Cc2cc3ccccc3[nH]c2=O)cc1 the results were Myeloid diff 2 inconclusive, Hep lipid drop -27.8, T cell modulator inactive, Hep lipid drop cells 6.5 µM 799 and T cell modulator vesicle-bound % 16.6.
For O=C(CNC(=O)c1ccc(OC(F)F)cc1)NCC1CCCO1 (centres undefined) the results were Myeloid diff 2 inactive, Hep lipid drop 5.2, T cell modulator inactive, Hep lipid drop cells 6.5 µM 794, T cell modulator vesicle-bound % 16.7 and Myeloid diff 2 GFP+ MAC1+ % 1.1.
For Cc1ccc(N(CC(O)CN2C(=O)NC(C)(C)C2=O)S(=O)(=O)c2ccc([N+](=O)[O-])cc2)cc1 (centres undefined) the results were Myeloid diff 2 inactive, Hep lipid drop -0.7, T cell modulator inactive, Hep lipid drop cells 6.5 µM 736, T cell modulator vesicle-bound % 7.6 and Myeloid diff 2 GFP+ MAC1+ % 0.0.
Screening CC(=O)N1N=C(c2ccccc2)CC1c1ccc(F)cc1 (centres undefined) returned Myeloid diff 2 inactive, Hep lipid drop 12.2, T cell modulator inactive, Hep lipid drop cells 6.5 µM 770, T cell modulator vesicle-bound % 54.4 and Myeloid diff 2 GFP+ MAC1+ % 0.3.
Cc1cnc(NC(=O)NCC2CCCC(CNC(=O)Nc3ncc(C)s3)C2)s1 (centres undefined) was read as Myeloid diff 2 inactive, Hep lipid drop -21.0, T cell modulator inactive, Hep lipid drop cells 6.5 µM 761, T cell modulator vesicle-bound % 32.0 and Myeloid diff 2 GFP+ MAC1+ % 0.9.
Screening CC(C)c1ccc(C2NC(=O)c3ccccc3O2)cc1 (centres undefined) returned Myeloid diff 2 inactive, Hep lipid drop -10.8, T cell modulator inactive, Hep lipid drop cells 6.5 µM 777, T cell modulator vesicle-bound % 20.6 and Myeloid diff 2 GFP+ MAC1+ % 0.5.
For Cc1cc(C(=O)N2CCCC(Nc3ccc(F)cc3)C2)n(C)n1 (centres undefined) the results were Myeloid diff 2 inactive, Hep lipid drop -14.3, T cell modulator inactive, Hep lipid drop cells 6.5 µM 822, T cell modulator vesicle-bound % 71.2 and Myeloid diff 2 GFP+ MAC1+ % 1.5.
`CCCCN(CC)CCNC(=O)c1cc2c(-c3ccccc3F)nn(C)c2s1` gave Myeloid diff 2 inactive, Hep lipid drop 2.4, T cell modulator inactive, Hep lipid drop cells 6.5 µM 815, T cell modulator vesicle-bound % 13.3 and Myeloid diff 2 GFP+ MAC1+ % 0.9.
`CN1CCN(C(=O)c2ccc(CNS(=O)(=O)c3cccc(Cl)c3)cc2)CC1` gave Myeloid diff 2 inactive, Hep lipid drop -24.8, T cell modulator inactive, Hep lipid drop cells 6.5 µM 638, T cell modulator vesicle-bound % 66.2 and Myeloid diff 2 GFP+ MAC1+ % 1.7.
For CC(=O)c1ccc(OCc2cc(C(=O)N3CCC(c4ccncc4)CC3)no2)cc1 the results were Myeloid diff 2 inactive, Hep lipid drop -1.3, T cell modulator inactive, Hep lipid drop cells 6.5 µM 668, T cell modulator vesicle-bound % 22.2 and Myeloid diff 2 GFP+ MAC1+ % 2.6.
For COc1ccc(OCCCN2CCc3ccccc3C2)cc1 the results were Myeloid diff 2 inactive, Hep lipid drop 3.5, T cell modulator inactive, Hep lipid drop cells 6.5 µM 807, T cell modulator vesicle-bound % 61.7 and Myeloid diff 2 GFP+ MAC1+ % 0.7.
Screening CCCCCc1ccc(-c2cn(Cc3cccc(OC)c3)nn2)cc1 returned Myeloid diff 2 inactive, Hep lipid drop -11.0, T cell modulator inactive, Hep lipid drop cells 6.5 µM 802, T cell modulator vesicle-bound % 44.7 and Myeloid diff 2 GFP+ MAC1+ % 1.3.
For COCCn1c(N)c(Sc2ccc(Cl)cc2)c(=O)[nH]c1=O the results were Myeloid diff 2 inactive, Hep lipid drop -6.9, T cell modulator inactive, Hep lipid drop cells 6.5 µM 703, T cell modulator vesicle-bound % 15.3 and Myeloid diff 2 GFP+ MAC1+ % 5.1.
`COc1ccc(NC(=O)CCNC(=O)c2ccco2)c(OC)c1` gave Myeloid diff 2 inconclusive, Hep lipid drop -8.0, T cell modulator inactive, Hep lipid drop cells 6.5 µM 788 and T cell modulator vesicle-bound % 23.1.
COCCc1nc2ccc(C(=O)N3CCCC(CCCO)C3)cc2o1 (centres undefined) was read as Myeloid diff 2 inactive, Hep lipid drop 8.9, T cell modulator inactive, Hep lipid drop cells 6.5 µM 697, T cell modulator vesicle-bound % 22.9 and Myeloid diff 2 GFP+ MAC1+ % 0.0.
Screening CCCCNc1nc2ccccc2nc1NS(=O)(=O)c1ccc(F)cc1 returned Myeloid diff 2 inactive, Hep lipid drop -9.6, T cell modulator inactive, Hep lipid drop cells 6.5 µM 820, T cell modulator vesicle-bound % 9.4 and Myeloid diff 2 GFP+ MAC1+ % 0.8.
For Cc1cc(C)cc(N2C(=O)CN(Cc3ccccc3)C2=S)c1 the results were Myeloid diff 2 inactive, Hep lipid drop -11.3, T cell modulator inactive, Hep lipid drop cells 6.5 µM 706, T cell modulator vesicle-bound % 35.3 and Myeloid diff 2 GFP+ MAC1+ % 2.3.
Screening COc1cccc(CN2CC(C(=O)N3CCCCCCC3)CCC2=O)c1 (centres undefined) returned Myeloid diff 2 inactive, Hep lipid drop -3.5, T cell modulator inactive, Hep lipid drop cells 6.5 µM 722, T cell modulator vesicle-bound % 16.8 and Myeloid diff 2 GFP+ MAC1+ % 2.8.

Looked up by structure from the list above, 4 records:
For Cc1cc(C)cc(N2C(=O)CN(Cc3ccccc3)C2=S)c1 the results were Myeloid diff 2 inactive, Hep lipid drop -11.3, T cell modulator inactive, Hep lipid drop cells 6.5 µM 706, T cell modulator vesicle-bound % 35.3 and Myeloid diff 2 GFP+ MAC1+ % 2.3.
Screening CCCCNc1nc2ccccc2nc1NS(=O)(=O)c1ccc(F)cc1 returned Myeloid diff 2 inactive, Hep lipid drop -9.6, T cell modulator inactive, Hep lipid drop cells 6.5 µM 820, T cell modulator vesicle-bound % 9.4 and Myeloid diff 2 GFP+ MAC1+ % 0.8.
For COCCn1c(N)c(Sc2ccc(Cl)cc2)c(=O)[nH]c1=O the results were Myeloid diff 2 inactive, Hep lipid drop -6.9, T cell modulator inactive, Hep lipid drop cells 6.5 µM 703, T cell modulator vesicle-bound % 15.3 and Myeloid diff 2 GFP+ MAC1+ % 5.1.
For COc1ccc(OCCCN2CCc3ccccc3C2)cc1 the results were Myeloid diff 2 inactive, Hep lipid drop 3.5, T cell modulator inactive, Hep lipid drop cells 6.5 µM 807, T cell modulator vesicle-bound % 61.7 and Myeloid diff 2 GFP+ MAC1+ % 0.7.

Other records.
CCOCCCn1c(=S)[nH]c2cc(C(=O)NC3CCCCC3C)ccc2c1=O (centres undefined) was read as Myeloid diff 2 inconclusive, Hep lipid drop -7.4, T cell modulator inactive, Hep lipid drop cells 6.5 µM 686 and T cell modulator vesicle-bound % 33.5.
Screening COC(=O)c1cc(S(=O)(=O)N2CCCC2=O)c(Cl)cc1Cl returned Myeloid diff 2 inactive, Hep lipid drop -9.1, T cell modulator inactive, Hep lipid drop cells 6.5 µM 828, T cell modulator vesicle-bound % 18.2 and Myeloid diff 2 GFP+ MAC1+ % 0.3.
Screening CC(=O)N1c2ccccc2-c2nc3ccccc3n2C1C (centres undefined) returned Myeloid diff 2 inactive, Hep lipid drop -2.7, T cell modulator inactive, Hep lipid drop cells 6.5 µM 794, T cell modulator vesicle-bound % 56.9 and Myeloid diff 2 GFP+ MAC1+ % 0.3.
For CSc1ncc(C(=O)Nc2cccc(S(N)(=O)=O)c2)n1-c1ccccc1 the results were Myeloid diff 2 inactive, Hep lipid drop 4.3, T cell modulator inactive, Hep lipid drop cells 6.5 µM 735, T cell modulator vesicle-bound % 26.7 and Myeloid diff 2 GFP+ MAC1+ % 0.5.
For Cc1nn(CC(=O)NCCCN2CC(C)CC(C)C2)c(=O)c2cccn12 (centres undefined) the results were Myeloid diff 2 inactive, Hep lipid drop -5.0, T cell modulator inactive, Hep lipid drop cells 6.5 µM 683, T cell modulator vesicle-bound % 9.2 and Myeloid diff 2 GFP+ MAC1+ % 4.0.
`CCN(CC)CC(=O)N1c2ccccc2Sc2ccccc21` gave Myeloid diff 2 inactive, Hep lipid drop -15.2, T cell modulator inactive, Hep lipid drop cells 6.5 µM 812, T cell modulator vesicle-bound % 62.3 and Myeloid diff 2 GFP+ MAC1+ % 0.5.
For CCNC(=S)Nc1ccc(Cc2nc3ccccc3[nH]2)cc1 the results were Myeloid diff 2 inactive, Hep lipid drop 14.3, T cell modulator inactive, Hep lipid drop cells 6.5 µM 838, T cell modulator vesicle-bound % 21.6 and Myeloid diff 2 GFP+ MAC1+ % 0.3.
O=C(c1ccc(Br)c(S(=O)(=O)N2CCCCC2)c1)N1CCCCC1 was read as Myeloid diff 2 inactive, Hep lipid drop -4.5, T cell modulator inactive, Hep lipid drop cells 6.5 µM 808, T cell modulator vesicle-bound % 61.1 and Myeloid diff 2 GFP+ MAC1+ % 0.9.
O=c1[nH]c(/C=C/c2ccccn2)nc2ccccc12 was read as Myeloid diff 2 inactive, Hep lipid drop -14.3, T cell modulator inactive, Hep lipid drop cells 6.5 µM 826, T cell modulator vesicle-bound % 32.6 and Myeloid diff 2 GFP+ MAC1+ % 0.2.
For CSc1ccccc1NC(=O)c1noc(C)c1[N+](=O)[O-] the results were Myeloid diff 2 inactive, Hep lipid drop -2.7, T cell modulator inactive, Hep lipid drop cells 6.5 µM 707, T cell modulator vesicle-bound % 2.1 and Myeloid diff 2 GFP+ MAC1+ % 5.1.
Cc1cccc(C)c1N1C(=O)CCC(C)(C)C1=O was read as Myeloid diff 2 inactive, Hep lipid drop -8.6, T cell modulator inactive, Hep lipid drop cells 6.5 µM 803, T cell modulator vesicle-bound % 32.3 and Myeloid diff 2 GFP+ MAC1+ % 0.6.
For C=CCN(C(=O)Cc1cccs1)c1nc(-c2ccc(S(C)(=O)=O)cc2)cs1 the results were Myeloid diff 2 inactive, Hep lipid drop 1.9, T cell modulator inactive, Hep lipid drop cells 6.5 µM 738, T cell modulator vesicle-bound % 29.9 and Myeloid diff 2 GFP+ MAC1+ % 3.6.
For C/C(=N/NS(=O)(=O)c1cc(C)ccc1C)c1c[nH]c2ccccc12 the results were Myeloid diff 2 inactive, Hep lipid drop 8.7, T cell modulator inactive, Hep lipid drop cells 6.5 µM 731, T cell modulator vesicle-bound % 19.0 and Myeloid diff 2 GFP+ MAC1+ % 3.1.
Screening CN(C(=O)Cn1nc(C(=O)O)c2ccccc2c1=O)c1ccccc1 returned Myeloid diff 2 inactive, Hep lipid drop -27.6, T cell modulator inactive, Hep lipid drop cells 6.5 µM 705, T cell modulator vesicle-bound % 43.3 and Myeloid diff 2 GFP+ MAC1+ % 2.4.
Screening CC(C)NC(=O)C1(S(=O)(=O)c2ccccc2)CC=CC1 returned Myeloid diff 2 inactive, Hep lipid drop 9.7, T cell modulator inactive, Hep lipid drop cells 6.5 µM 792, T cell modulator vesicle-bound % 11.0 and Myeloid diff 2 GFP+ MAC1+ % 1.9.

High-throughput results from PubChem BioAssay.

These rows are one share of the data; the hit share may differ from the screen's.
